# GAA glycogen: inhibitors or activators of human alpha-glucosidase glycogen cleavage | 300,000 compounds, 0.38% hits | Potency, µM (top dose mostly 76.4 µM), without a hit: at the highest dose activity change, negative = inhibition, usual class: inhibitors | P10253 | recombinant GAA, glycogen substrate, Amplex Red glucose oxidase fluorescence | AID 2100;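 also: 0% = full enzyme reaction and -100% = no-enzyme basal signal; the screen sought inhibitors and activators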
#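 Recombinant human alpha-glucosidase (4 nM final) hydrolysed bovine liver glycogen (30 ug) for 40 min at 37 C in pH 5.0 citrate/phosphate with 0.01% Tween-20. Released glucose detected by glucose oxidase/Amplex Red, Ex 573/Em 610 nm. Compounds up to 77 uM; AC50 from Hill fits.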
# aGal spleen mod: alpha-galactosidase A (human) modulation; P06280; human spleen homogenate, 4MU-alpha-Gal fluorescence, 40 min; Potency, µM (top dose mostly 80 µM), without a hit: at the top dose activity change, negative = inhibition, hits mostly inhibitors; 240,000 compounds, 0.008% hits;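 also: 0% = enzyme with vehicle and -100% = no enzyme basal signal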
# Target sequence (P06280 32-429 limits assumed): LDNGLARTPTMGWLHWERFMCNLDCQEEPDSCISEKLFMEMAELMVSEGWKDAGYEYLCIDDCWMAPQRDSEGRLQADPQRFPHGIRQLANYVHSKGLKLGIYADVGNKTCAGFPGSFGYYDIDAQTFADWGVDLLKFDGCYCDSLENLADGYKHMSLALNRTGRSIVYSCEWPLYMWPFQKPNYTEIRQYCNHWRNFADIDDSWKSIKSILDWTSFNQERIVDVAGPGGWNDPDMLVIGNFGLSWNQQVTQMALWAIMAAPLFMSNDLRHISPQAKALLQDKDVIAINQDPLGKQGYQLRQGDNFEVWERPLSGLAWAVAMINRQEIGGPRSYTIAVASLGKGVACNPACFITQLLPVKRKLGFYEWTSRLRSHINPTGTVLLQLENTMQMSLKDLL
#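 Fluorogenic readout (Ex 365/Em 440 nm) of 4-methylumbelliferone released from 1 mM 4-MU-alpha-galactoside by spleen homogenate, 40 min at 37C, pH 5.0. Data normalized to no-enzyme and enzyme controls; Hill-equation AC50 from compound titrations.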
# GAA inh: blocks human lysosomal alpha-glucosidase; purified human GAA, 4-MU-alpha-glucoside fluorescence; Potency, µM (series often up to 76.9 µM), inactives show at the top dose activity change, negative = inhibition, most hits filed as inhibitors; 200,000 compounds, 0.005% hits;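 also: plate controls were uninhibited enzyme wells for no effect and no-enzyme background for full effect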
#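 Fluorescence at Ex 365/Em 440 nm from 4-methylumbelliferone reported enzyme activity after 20 min at room temperature. Reactions used 4 nM enzyme and 400 uM substrate at pH 5.0; curves fitted with the Hill equation.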
# Tau fluor counter: counter-screen for tau fibril formation inhibitors. tau K18 P301L Alexa594 fluorescence, heparin fibrillization. Potency, µM (titrated, usually from 57.7 µM), for the others: top-dose activity change, negative = decrease. 280,000 compounds, 0.93% hits; also: % is scaled to controls: 0 for no effect and ±100 for the full control effect; nearly all actives have a fitted effect of over 55% in size
#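 Human tau K18 P301L (15 uM unlabeled, 0.24 uM Alexa 594-labeled) in 100 mM sodium acetate pH 7 with 20 uM heparin, 6 hr at 37 C. ThT 30 uM added, 1 hr ambient; Alexa 594 FP and total fluorescence read at 555/632 nm.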
# HTT cytoprotect: Huntington cell model cytoprotection by ATP luminescence; PC12 HTT-Q103 induced, cytoprotection, ATP luminescence, 40 h; Potency, µM (doses to about 56.4 µM), for inactives: cytoprotection (ATP increase), usual class: activators; 230,000 compounds, 0.14% hits;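 also: % of control where 0% means no effect; nearly all actives have a fitted effect of over 45% in size; toxic huntingtin expression switched on by the ecdysone agonist tebufenozide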
#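 Rat PC12, Q103 Htt exon1-GFP fusion, ecdysone promoter; tebufenozide inducer 100 nM final; compound titration; qHTS, 1500 cells/well; ATPlite luminescent read.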
# Tau ThT inhib: tau fibrillization inhibition (ThT binding); P10636; recombinant tau K18 P301L, heparin-induced fibrillization, ThT fluorescence; Potency, µM (top dose mostly 57.4 µM), for inactives: top-dose activity, negative = inhibition, most hits filed as inhibitors; 270,000 compounds, 2.1% hits; AID 1460; also: % is scaled to controls: 0 for no effect and ±100 for the full control effect; nearly all actives have a fitted effect of over 55% in size
# Target sequence (P10636 561-689 P618L limits assumed): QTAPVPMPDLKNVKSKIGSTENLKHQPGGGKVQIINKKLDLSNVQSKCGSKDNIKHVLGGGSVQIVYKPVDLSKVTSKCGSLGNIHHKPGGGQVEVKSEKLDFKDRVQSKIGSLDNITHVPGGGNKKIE
#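 Fibril formation assay: tau K18 P301L at 15 uM with trace Alexa 594 label, heparin inducer 20 uM, pH 7 sodium acetate buffer, 37 C for 6 hr; endpoint ThT signal.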
# Tau fibril FP: tau fibrillization inhibition (FP); P10636; K18 P301L tau heparin fibrillization, Alexa594 FP, 6 h; Potency, µM (highest dose often 57.7 µM), inactives show top-dose activity, negative = inhibition, usual class: inhibitors; 280,000 compounds, 0.39% hits; AID 1468; also: % is scaled to controls: 0 for no effect and ±100 for the full control effect; nearly all actives have a fitted effect of over 55% in size
#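 FP of Alexa 594-tau after heparin (20 uM) induction. Substrate: human K18 P301L, 15 uM unlabeled, 0.24 uM labeled. Buffer 100 mM sodium acetate pH 7. 6 hr, 37 C.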
# aGlu spleen mod: inhibits or activates alpha-glucosidase in human spleen homogenate. human spleen homogenate, 4-MU-alpha-glucoside fluorescence. Potency, µM (doses to about 79.9 µM), for inactives: at the top dose activity change, negative = inhibition, most hits filed as inhibitors. P10253. 240,000 compounds, 0.006% hits. AID 2112;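 also: 0% = enzyme with vehicle and -100% = no enzyme basal signal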
#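 Enzyme source: human spleen homogenate, 1 ug/well. Buffer 50 mM citric acid/K phosphate pH 5.0, 0.01% Tween-20. 4-MU-alpha-glucoside 1 mM; 37 C x 40 min; NaOH/glycine stop; fluorescence.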
# Active calls of the source: *; ? = inconclusive; . = not tested or not shown; [ ] = remark or other dose. Calls follow the shape of the dose curve; as a rule, active = well fitted curve in the direction sought with a large enough effect; inconclusive = small, poorly fitted or top-dose-only effect, or another doubt; inactive = no such curve, though single readings can be large; an effect the other way counts as inactive or inconclusive. Potency is read from the fitted curve at half-maximal effect.
SMILES,GAA glycogen,aGal spleen mod,GAA inh,Tau fluor counter,HTT cytoprotect,Tau ThT inhib,Tau fibril FP,aGlu spleen mod
O=C(Cn1cc(C(F)(F)F)ccc1=O)N1CCN(S(=O)(=O)c2ccccc2)CC1,-7%,-7%,?,2%,-4%[10 µM],-2%,-8%,-18%
CN1CCN(C(=O)CCC(=O)c2ccc(F)cc2)CC1,3%,10%,-4%,-1%,-4%,-8%,3%,5%
COc1ccc(S(=O)(=O)N2CCCC(C(=O)Nc3ccc4c(c3)OCCO4)C2)cc1 (stereo unspecified),-4%,5%,1%,-11%,6%[10 µM],-1%,3%,3%
O=C(Cn1cnc([N+](=O)[O-])c1)NC1CCCC1,-8%,-2%,-5%,1%,.,-3%,1%,-4%
Cc1c(C(=O)N(Cc2ccco2)Cc2ccccc2Cl)oc2ccc(F)cc12,-1%[76.3 µM],.,.,-22%,.,?,-10%,.
COc1ccccc1C1=Nn2c(nnc2C2CCCCC2)SC1,1%,7%,-1%,-3%,11%[4.97 µM],-3%,-4%,-8%
CCN(CC)S(=O)(=O)c1ccc2c(c1)N(CC(=O)N1CCN(c3ccccc3F)CC1)C(=O)CO2,-6%[76.3 µM],.,.,4%,.,10%,3%,.
O=C(Nc1ccc(C(=O)Oc2ccccc2)c(O)c1)c1ccccc1,-4%,-5%,0%,?,-34%[inhibitor],-5%,?,-3%
O=c1c2ccccc2[nH]c(=S)n1CCN1CCc2ccccc2C1,-12%,9%,.,-16%,20%[10 µM],.,-8%,4%
CC1=CC(C)(C)N(C(=O)CSc2nnc(N)s2)c2ccccc21,14%,-7%,-3%,-5%,6%[10 µM],-7%,13%,-9%
COc1cccc2c1Oc1ncccc1N(C(=O)CCC(=O)NCc1ccccc1Cl)C2,-12%[76.3 µM],.,.,-1%,.,2%,0%,.
C=CCn1c(-c2sccc2C)n[nH]c1=S,-4%,-1%,6%,5%,.,-4%,0%,-4%
COc1ccc(Cn2c(=O)[nH]c3cc(C(=O)N4CCN(c5cc(C)ccc5C)CC4)ccc3c2=O)cc1,1%[76.3 µM],.,.,-24%,.,-11%,-9%,.
O=C(Cn1c(SCc2cccc(F)c2)nc2cccnc21)Nc1ccc(F)c(Cl)c1,?,.,.,?,.,-16%,?,.
CC(=O)Nc1ccc(Oc2cc(C#N)c(C#N)cc2N2CCCCCC2)cc1,-12%,5%,2%,8%,-25%[10 µM],11%,4%,3%
O=C(O)c1cccc(-c2ccc(/C=N/n3cnc4sc5c(c4c3=O)CCCC5)o2)c1,5%,12%,.,-2%,17%[10 µM],.,4%,9%
CC(C)C(=O)Nc1ccc(C(=O)Nc2ccc(Br)cc2F)cc1,0%,-9%,0%,5%,-50%[inhibitor],0%,0%,-5%
Cc1cc(C(=O)OCC(=O)NCc2cccs2)c2ccccc2n1,6%,-2%,?,3%,-9%,-3%,-3%,1%
CC(OC(=O)CCc1nc2ccccc2c(=O)[nH]1)C(=O)c1ccc(C(C)(C)C)cc1 (stereo unspecified),11%,8%,1%,3%,18%[10 µM],9%,0%,-1%
CC1(C)CC(=O)C2=C(C1)OC(N)=C(C#N)C2c1ccccc1OC(=O)N1CCOCC1 (stereo unspecified),0%,-3%,-1%,-2%,4%,-3%,2%,0%
CCCCN(C)c1nnc(NC(=O)Nc2cccc(C(C)=O)c2)s1,-15%[76.3 µM],.,.,-27%,.,?,-10%,.
Cc1sc2nc3n(c(=O)c2c1C)CCCCC3,1%,1%,-3%,-4%,-13%[10 µM],-7%,1%,-4%
Cc1ccc(C(C)C)c(OCCNC(=O)c2cncc(Br)c2)c1,-3%,8%,2%,-22%,-25%,-2%,14%,0%
Cc1noc(C)c1S(=O)(=O)N(CC(=O)NCCc1ccccc1)c1ccc(C(C)C)cc1,-24%[76.3 µM],.,.,-6%,.,-3%,2%,.
CCN(CC)Cc1c(-c2ccccc2)[nH]c2ccc(C)cc2c1=O,6%,6%,5%,-12%,-10%,-5%,5%,1%
CC(C)(C)c1ccc(OCc2ccc(C(=O)N/N=C3\CC4CC=CC34)cc2)cc1 (stereo unspecified),6%,-6%,-1%,-20%,-1%[1.9 µM],?,-4%,-1%
NC(=O)CNc1ncc(C(F)(F)F)cc1Cl,3%,4%,-4%,4%,-55%[inhibitor][10 µM],-3%,2%,-1%
COc1ccc(N2CC(C(=O)NC3CC(C)(C)NC(C)(C)C3)CC2=O)cc1 (stereo unspecified),6%,-3%,-3%[15.4 µM],1%,13%,0%,-7%,-3%
COc1cccc(/C=N/NC(=O)CSc2nnc(C)n2-c2ccccc2)c1O,1%,-14%,-2%,-10%,-54%[inhibitor],-13%,-7%,-6%
Cc1ccc(C(=O)N2CCN(c3ccc(NC(=O)COc4ccccc4C)cc3)CC2)cc1,-9%,4%,-11%,-21%,-20%,?,4%,-3%

# Already shown: entries from further up.
SMILES,GAA glycogen,aGal spleen mod,GAA inh,Tau fluor counter,HTT cytoprotect,Tau ThT inhib,Tau fibril FP,aGlu spleen mod
O=C(O)c1cccc(-c2ccc(/C=N/n3cnc4sc5c(c4c3=O)CCCC5)o2)c1,5%,12%,.,-2%,17%[10 µM],.,4%,9%
CC(C)C(=O)Nc1ccc(C(=O)Nc2ccc(Br)cc2F)cc1,0%,-9%,0%,5%,-50%[inhibitor],0%,0%,-5%
Cc1cc(C(=O)OCC(=O)NCc2cccs2)c2ccccc2n1,6%,-2%,?,3%,-9%,-3%,-3%,1%
CC(OC(=O)CCc1nc2ccccc2c(=O)[nH]1)C(=O)c1ccc(C(C)(C)C)cc1 (stereo unspecified),11%,8%,1%,3%,18%[10 µM],9%,0%,-1%
CC1(C)CC(=O)C2=C(C1)OC(N)=C(C#N)C2c1ccccc1OC(=O)N1CCOCC1 (stereo unspecified),0%,-3%,-1%,-2%,4%,-3%,2%,0%
CCCCN(C)c1nnc(NC(=O)Nc2cccc(C(C)=O)c2)s1,-15%[76.3 µM],.,.,-27%,.,?,-10%,.
Cc1sc2nc3n(c(=O)c2c1C)CCCCC3,1%,1%,-3%,-4%,-13%[10 µM],-7%,1%,-4%
Cc1ccc(C(C)C)c(OCCNC(=O)c2cncc(Br)c2)c1,-3%,8%,2%,-22%,-25%,-2%,14%,0%
Cc1noc(C)c1S(=O)(=O)N(CC(=O)NCCc1ccccc1)c1ccc(C(C)C)cc1,-24%[76.3 µM],.,.,-6%,.,-3%,2%,.
CCN(CC)Cc1c(-c2ccccc2)[nH]c2ccc(C)cc2c1=O,6%,6%,5%,-12%,-10%,-5%,5%,1%
CC(C)(C)c1ccc(OCc2ccc(C(=O)N/N=C3\CC4CC=CC34)cc2)cc1 (stereo unspecified),6%,-6%,-1%,-20%,-1%[1.9 µM],?,-4%,-1%
NC(=O)CNc1ncc(C(F)(F)F)cc1Cl,3%,4%,-4%,4%,-55%[inhibitor][10 µM],-3%,2%,-1%

# (more compounds)
SMILES,GAA glycogen,aGal spleen mod,GAA inh,Tau fluor counter,HTT cytoprotect,Tau ThT inhib,Tau fibril FP,aGlu spleen mod
CC1CN(C(=S)c2cccc([N+](=O)[O-])c2)CC(C)O1 (stereo unspecified),14%,-3%,5%,-10%,-25%,-9%,-7%,-2%
CCOC(=O)c1nnn(CC(=O)N2N=C(c3cc(C)ccc3C)CC2c2ccc(OC)cc2)c1C(=O)OCC (stereo unspecified),2%,-8%,-11%,-6%,22%[10 µM],-7%,3%,-4%
Cn1cccc1C(=O)OCc1csc(-c2ccccc2)n1,1%,-11%,-9%,-20%,1%,-7%,-5%,-6%
CCOC(=O)C1CCN(Cc2ccc(O)c(OC)c2)CC1,-9%,11%,0%,10%,-1%,9%,5%,3%
O=C(NCc1ccc(F)cc1)c1cnc2sccn2c1=O,5%,5%,-3%,3%,21%[10 µM],-5%,2%,6%
COc1ccc(C(=O)CSc2nccc(=O)[nH]2)cc1,-15%,-4%,2%,6%,-44%[inhibitor],3%,4%,-3%
COc1ccc(-c2cc(C(F)(F)F)nc(SCCC(=O)Nc3ccc(O)cc3)n2)cc1,8%[76.3 µM],.,.,?,.,7%,?,.
CC(C)(C)OC(=O)NCCc1nnc(SCc2ccc(Cl)cc2)o1,1%,2%,-7%,-11%,-12%,-13%,9%,8%
COc1ccc(CN(CC2CCCO2)S(=O)(=O)c2ccc(C(=O)O)cc2)cc1OC (stereo unspecified),8%,13%,-4%,8%,-2%[10 µM],2%,4%,3%
O=S(=O)(c1ccc(F)c(F)c1)N1CCN(Cc2ccc3c(c2)OCO3)CC1,-2%,-1%,-12%,-12%,1%,-9%,2%,7%

# Bioassay records: PubChem BioAssay, National Center for Advancing Translational Sciences (NCATS)

# No enrichment for hits (roughly 3.3% active in at least one column).
